From PubChem
rCAG binder – binds r(CAG) RNA repeats | inhibition, % at 3 µM | r(CAG) RNA repeat, TO-PRO-1 dye displacement fluorescence | 370,000 tested, 1.3% active;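 active means inhibition above the plate cutoff, the mean of all test compounds on that plate plus 3 SD, cut at about 35% in these data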;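 further: 0% = DMSO alone and 100% = 100 µM mitoxantrone as full dye displacement; higher means more dye released from RNA so lower well fluorescence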
HTRA1 inhibitor – blocks human HTRA1 serine peptidase; inhibition, % at 5.96 µM; AID 504803; recombinant HTRA1, FP-rhodamine activity-based probe, fluorescence polarization; 340,000 tested, 0.5% active; in the data active means inhibition above about 36%;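 further: 0% = enzyme with DMSO and 100% = wells lacking enzyme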
Target sequence (Q92743 whole entry, looked up): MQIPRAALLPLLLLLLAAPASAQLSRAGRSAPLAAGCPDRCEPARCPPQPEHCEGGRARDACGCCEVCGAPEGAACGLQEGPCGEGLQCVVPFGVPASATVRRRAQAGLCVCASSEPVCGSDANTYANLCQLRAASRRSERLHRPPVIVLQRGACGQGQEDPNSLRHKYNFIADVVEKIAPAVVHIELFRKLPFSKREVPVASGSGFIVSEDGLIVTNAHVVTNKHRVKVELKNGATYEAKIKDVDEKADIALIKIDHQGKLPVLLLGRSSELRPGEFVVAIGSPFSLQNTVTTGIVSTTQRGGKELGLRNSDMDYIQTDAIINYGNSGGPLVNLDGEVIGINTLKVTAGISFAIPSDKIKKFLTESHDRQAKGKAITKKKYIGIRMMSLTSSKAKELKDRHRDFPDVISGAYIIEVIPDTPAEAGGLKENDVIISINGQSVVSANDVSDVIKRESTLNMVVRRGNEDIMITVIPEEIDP
PRMT1 FP inh – blocks human protein arginine methyltransferase 1; recombinant PRMT1, activity-based probe fluorescence polarization; inhibition, % at 2.79 µM; 370,000 tested, 1.3% active;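 active means inhibition above about 21% made by adding two undisclosed values, limit read from the data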
TCR-CD3 inh – human TCR-CD3 binding inhibition; TAMRA-labeled TCR probe fluorescence, biochemical; inhibition, % at 9.4 µM; 360,000 tested, 0.37% active; AID 651800; in the data active means inhibition above about 19%;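 further: recombinant mutant TCR 2C K166C tagged with TAMRA read by polarization; 0% = receptor in buffer alone and 100% = receptor with positive control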
LEDGF integ inh – blocks HIV-1 LEDGF/p75-dependent DNA integration; TR-FRET IN-LEDGF/p75 DNA integration, Eu/Cy5; inhibition, % at 3.7 µM; 370,000 tested, 0.64% active;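 active means inhibition above the screen-wide mean plus 3 SD, cut at about 13% in these data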;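 further: signal is the Cy5 over europium emission ratio at 671 and 618 nm; 0% = plate median of compound wells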
UHRF1 MBD2 ctr – blocks human UHRF1 binding to methylated DNA | inhibition, % at 4.4 µM | AID 687016 | Q96T88 | UHRF1 binding to methylated oligo, TR-FRET | 370,000 tested, 0.75% active; in the data active means inhibition above about 21%;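 further: UHRF1 SRA domain binding a hemimethylated CpG hairpin DNA probe; 0% = median of test compound wells and 100% = reference inhibitor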
PG9 binder – small molecules binding HIV-1 gp120 antibody PG9; TR-FRET gp120-PG9 antibody binding; inhibition, % at 6.7 µM; 360,000 tested, 0.43% active; AID 624416; in the data active means inhibition above about 8.5%
Rev-erbA mod – Rev-erb alpha (human) modulation | P20393 | Rev-erbα–FITC-DNA binding, fluorescence polarization, 90 min | activity, % at 10 µM | 370,000 tested, 0.79% active;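 active means activity above about 14%, limit read from the data; passing the limit was not always enough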;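 further: 0% = DMSO wells with 35 nM protein and 100% = DMSO wells with 750 nM protein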
ABHD4 inh – inhibitors of mouse ABHD4; Q8VD66; purified mABHD4, FP-Rh probe fluorescence polarization; inhibition, % at 8.92 µM; 370,000 tested, 0.54% active; AID 720543;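 active means inhibition exceeding the mean over every tested compound plus 3 SD, cut at about 30% in these data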;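 further: 0% = plate median of compound wells and 100% = S159A mutant with DMSO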
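Test system: mABHD4 protein | Buffer or medium: HEPES pH 7.0 buffer, 150 mM NaCl, 0.01% Pluronic F-127 | Probe or stimulus: FP-Rh fluorescent activity-based probe, added after compound pre-incubation | Timing: Pre-incubation 45 min, probe exposure 60 min, at 25 °C | Technique: Fluorescence polarization, excitation 525 nm, emission 598 nm, BODIPY TMR filters | Repeats: Single well per compound (singlicate)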
MBD2 DNA inh – MBD2-methylated oligo binding inhibition. Q9UBB5. TR-FRET, MBD2 binding to methylated oligonucleotide. inhibition, % at 4.4 µM. 370,000 tested, 0.31% active. AID 686964; in the data active means inhibition above about 13%
Target sequence (Q9UBB5 whole entry, looked up): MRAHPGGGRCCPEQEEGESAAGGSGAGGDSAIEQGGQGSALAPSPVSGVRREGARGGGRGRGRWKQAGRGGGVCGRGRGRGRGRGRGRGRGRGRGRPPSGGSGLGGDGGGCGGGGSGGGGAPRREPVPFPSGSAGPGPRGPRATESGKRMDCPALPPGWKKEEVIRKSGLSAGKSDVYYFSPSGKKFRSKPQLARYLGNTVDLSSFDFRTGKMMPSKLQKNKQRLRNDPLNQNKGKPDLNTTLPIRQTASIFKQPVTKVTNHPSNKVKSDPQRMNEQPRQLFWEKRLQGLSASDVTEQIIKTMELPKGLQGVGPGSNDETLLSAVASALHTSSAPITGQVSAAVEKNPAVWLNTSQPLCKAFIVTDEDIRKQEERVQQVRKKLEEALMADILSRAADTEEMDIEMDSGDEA
* = called active by the depositor; . = not tested or not shown. An excerpt (hit frequency here may not be typical).

Start of the data: the first 2 compounds (preview)
no.	Molecule	UHRF1 MBD2 ctr	MBD2 DNA inh	PRMT1 FP inh	HTRA1 inhibitor	ABHD4 inh	PG9 binder	rCAG binder	TCR-CD3 inh	Rev-erbA mod	LEDGF integ inh
1	Cc1ccccc1S(=O)(=O)N1[C@@H](c2cccc(Cl)c2)C(C(=O)OC(C)(C)C)=CC[C@H]1c1ccc(Cl)cc1	2	-2	3	.	3	-1.8	4	4	6	-3
2	CC(C)CCN(CCC(C)C)CC(O)Cn1c2ccccc2c(=O)c2ccccc21 (stereo not drawn)	0	-1	-5	-14	16	-1.1	-1	-12	4	3

All compounds of this part, previewed entries included:
no.	Molecule	UHRF1 MBD2 ctr	MBD2 DNA inh	PRMT1 FP inh	HTRA1 inhibitor	ABHD4 inh	PG9 binder	rCAG binder	TCR-CD3 inh	Rev-erbA mod	LEDGF integ inh
1	Cc1ccccc1S(=O)(=O)N1[C@@H](c2cccc(Cl)c2)C(C(=O)OC(C)(C)C)=CC[C@H]1c1ccc(Cl)cc1	2	-2	3	.	3	-1.8	4	4	6	-3
2	CC(C)CCN(CCC(C)C)CC(O)Cn1c2ccccc2c(=O)c2ccccc21 (stereo not drawn)	0	-1	-5	-14	16	-1.1	-1	-12	4	3
3	CCCN1CCC(NC(=O)Cc2ccccc2C)CC1	1	-3	2	2	3	0.4	-2	1	1	2
4	COc1cccc(NC(=O)CN(C)CC(=O)NCc2ccc(F)cc2)c1	0	5	4	2	-3	1.1	0	0	-2	6
5	CN1CCN(C(=O)/C(=C/c2cn(S(=O)(=O)N(C)C)c3ccccc23)NC(=O)c2ccccc2)CC1	-2	2	-2	2	8	-0.9	-5	4	0	-3
6	CC(NC(=O)CN1C(=O)NC2(CCCCC2)C1=O)c1ccc(S(N)(=O)=O)cc1 (stereo not drawn)	3	-1	-4	1	-2	0.3	-1	5	6	-2
7	C/C(=N\NC(=O)C1CC1)c1ccccc1O	-1	-2	-3	-3	-2	1.0	0	2	1	3
8	COCCCNC(=O)C[C@H]1C[C@H](C(=O)N2CCOCC2)[C@@]2(CCC3CCCC3)c3[nH]c4cc(-c5ccco5)ccc4c3CCN2C1=O	2	0	13	5	-4	2.1	12	1	-1	-1
9	CC(C)(C)c1ccc(CC(=O)N2CCC2(C)C(=O)NS(=O)(=O)c2cccc(OC(F)F)c2)cc1 (stereo not drawn)	-1	-3	0	.	7	1.1	52*	2	-6	0
10	COc1ccc(S(=O)(=O)N(C)C[C@@H]2Oc3cc(C#CC4CCCCC4)ccc3S(=O)(=O)N([C@@H](C)CO)C[C@@H]2C)cc1	27*	17*	10	-67	-31	-3.9	17	-6	-11	-6
11	COCCn1c(SCC(=O)NC2CCCCC2)nc2c(c1=O)SCC2	-2	-6	0	2	5	-0.3	-2	8	1	1
12	Cc1noc(C)c1C(=O)N1CCOCC1	-4	-4	-1	4	1	-1.0	0	2	1	2
13	O=C(Nc1nc2c(F)cc(F)cc2s1)C1CC1	4	1	4	-7	-7	-2.6	0	-5	1	-3
14	CCn1cnc2sc(C(=O)Nc3ccccc3OC)c(C)c2c1=O	0	5	2	-2	6	53*	-1	-6	3	-2
15	COc1ccc(OC)c(NC(=O)Cn2c(=O)oc3ccccc32)c1	1	-3	0	1	-2	0.2	1	2	-7	2
16	Clc1ccc(-n2ncc3c(N4CCCCCC4)ncnc32)cc1	3	0	0	3	-2	1.0	2	-5	-5	0
17	O=C(Cc1nnc(NC(=O)c2ccccc2)s1)N/N=C/c1cccc(O)c1	-4	-4	0	-3	-11	-1.3	11	10	3	2
18	Cc1cc(NC(=O)c2cc([N+](=O)[O-])cc([N+](=O)[O-])c2C)no1	1	0	6	2	10	0.2	12	2	-2	-2
19	O=C(O)c1cccc2c1C(=O)c1ccc(Cl)cc1S2(=O)=O	15	8	2	2	8	-0.9	1	5	1	0
20	O=C(C1CC(c2ccc(F)cc2)=NO1)N1CCc2ccccc2C1 (stereo not drawn)	0	2	-8	5	-1	-1.3	1	-1	12	2
21	CCOC(=O)c1ccccc1NC(=O)Cn1cnc2c(cnn2-c2ccc(F)cc2)c1=O	-1	-3	0	5	3	-0.3	2	6	8	-3
22	CCCC(=O)Nc1cc(C)c(NC(=O)c2ccncc2)cn1	0	9	3	-4	-5	4.7	4	0	-5	1
23	C[C@H]1CCC(=O)N([C@H](CC#N)Cc2ccccc2)CC1	0	6	1	3	7	-2.0	-5	-3	-4	-1
24	COCC(C)NC(=O)/C=C/c1ccc(OC)cc1 (stereo not drawn)	8	9	5	7	-8	-1.6	2	-12	2	1
25	COC(=O)c1cn(CC(=O)NC2CCCCC2)c2ccccc12	2	0	0	3	-2	-0.4	-2	5	5	-3
26	CCc1ccc(NC(=O)CN2CCCN(S(=O)(=O)c3ccc(F)cc3)CC2)cc1	0	2	-5	-12	4	-1.5	0	9	-6	-1
27	COc1cc(C)c(CN2CCC(n3nccc3NC(=O)C3CCOC3)CC2)cc1C (stereo not drawn)	0	-1	0	-2	-1	-1.4	-5	4	-5	0
28	Cn1cccc1C(=O)C(=O)Nc1ccccc1C(F)(F)F	1	-8	3	-1	1	4.6	-3	-11	1	0
29	CC(=O)Nc1ccc(OCC(O)CN2CCN(S(=O)(=O)c3ccc(NC(C)=O)cc3)CC2)cc1 (stereo not drawn)	1	4	2	-5	1	-0.3	-2	-2	2	-1
30	CSCCC(NC(=O)c1ccc(Cl)cc1)C(=O)OCC(=O)Nc1ccc(C#N)cc1 (stereo not drawn)	2	8	3	3	8	0.0	0	-2	0	0
31	Cc1cc(NC(=O)Cn2nc(C(F)(F)F)c3c2CCC3)no1	1	3	1	-11	1	1.5	-3	-13	1	3
32	COc1ccc(OCc2cc(C(=O)N(C)C3CCOC3)no2)c(Cl)c1 (stereo not drawn)	-1	0	0	-9	-1	-1.0	-3	2	7	-1
33	CCOC(=O)NC1C=CS(=O)(=O)C1 (stereo not drawn)	-2	2	-2	8	0	-2.9	5	6	-2	-2
34	CN(C)c1ccc(C(CNC(=O)c2ccccc2Br)c2c[nH]c3ccccc23)cc1 (stereo not drawn)	-1	-5	-2	13	4	-0.1	2	2	1	1
35	CCOc1ccc(/C=N/NC(=O)CC(=O)NCc2ccccc2)cc1	-3	2	-2	5	-6	-2.5	-5	3	-2	1
36	CS(=O)(=O)N1CCC(C(=O)NCCC2=CCCCC2)CC1	-2	-4	-1	8	1	0.9	1	5	-6	0
37	Cc1cc(N2CCN(C3CCCCC3)CC2)n2nc(C)nc2n1	2	-6	-5	7	5	-0.5	0	5	-1	-1
38	CCc1ccc(N(CC(=O)NC2CCCCC2)C(=O)CNC(=O)c2ccco2)cc1	-1	-1	-2	5	-6	-0.2	0	-2	-4	3
39	COc1ccc(CC(N)c2csc(NC(=O)Nc3cc(OC)ccc3OC)n2)cc1 (stereo not drawn)	-2	4	0	.	17	1.8	13	-7	5	4
40	Cc1ccc([N+](=O)[O-])c(OCCN2CCCCCC2)c1	2	-1	3	3	7	-0.8	-3	-7	6	-3
41	CC(C)Oc1cc(NC(=O)CS(=O)(=O)CC(=O)N(C)C)c(Cl)cc1Cl	-1	-1	-1	3	0	0.0	-4	6	0	-6
42	COc1ccc(CN(C)C(=O)CSc2nnc(C3CC3)n2C2CC2)cc1	0	-3	1	0	-2	-0.3	-3	-3	1	3
43	COc1ccc(C(CNC(=O)c2cncc(Br)c2)N(C)C)cc1 (stereo not drawn)	0	-2	-1	-2	-4	-0.9	-4	0	-3	1
44	Nc1ncnc(NC2CCS(=O)(=O)C2)c1[N+](=O)[O-] (stereo not drawn)	2	0	7	-1	4	0.2	0	-6	-1	-5
45	CN(C)c1ccc(/C=C/c2nc3ccccc3c(=O)n2CCO)cc1	-12	1	3	6	-10	-7.1	-60	-5	10	-7
46	O=C(c1ccc2c(=O)n(C3CCCC3)c(=S)[nH]c2c1)N1CCCCCC1	-1	1	1	-3	-1	-0.5	-3	0	1	-2
47	Cc1nn(C(=O)CNC(=O)c2ccccc2)c(C)c1C	1	0	1	0	4	-0.3	-1	0	-3	-6
48	O=C(NCCC1CCCCN1S(=O)(=O)c1cccs1)C(=O)Nc1ccccc1 (stereo not drawn)	-1	-3	-3	-24	-5	0.3	-3	-1	-5	1
49	Cc1csc(NC(=O)c2c(-c3c(F)cccc3Cl)noc2C)n1	2	-6	-4	8	-6	0.9	2	1	5	2
50	C[C@H]1COc2cc(NCCCN3CCOCC3)ccc2S(=O)(=O)N1	10	0	-1	.	3	-1.5	2	2	3	1
51	Cc1nn(Cc2ccccc2)c(Cl)c1C(=O)NCc1ccco1	-1	1	0	9	-2	-0.6	-2	2	-8	0
52	CCOC(=O)c1c(C)n(C)c2ccc(O)c(CN(CC)CC)c12	0	-6	2	4	-5	-2.1	8	-1	-4	0
53	CCN1CCN(C(=O)c2c(-c3ccccc3)noc2C)CC1	1	1	5	7	-4	-0.5	-2	-5	-6	-6
54	COc1ccc(NC(=O)CN2C(=O)NC3(CCCC3)C2=O)cc1	1	3	-1	-2	4	-0.4	3	9	-1	0
55	CC(CN1CCCC1)OC(=O)c1cccc(F)c1 (stereo not drawn)	5	8	6	-4	-6	-0.2	-3	-7	-5	0
56	C=CCNc1nc(S(=O)Cc2ccc(C)cc2)nc2c1CCCC2 (stereo not drawn)	2	4	-1	-3	-10	0.0	-6	-3	6	2
57	O=C(CN1C(=O)C2C3CCC(C3)C2C1=O)OCC(=O)c1ccccc1 (stereo not drawn)	2	0	1	0	4	-1.9	-2	-1	7	4
58	CC(=O)Oc1ccc2c(=O)c(Oc3ccccc3)coc2c1OC(C)=O	14	3	2	28	37*	-2.8	9	10	-7	1
59	COc1ccc(CCCC(=O)NC2CCCCC2)cc1	8	7	8	3	-9	-0.7	-2	-7	2	-3
